Source: PubChem
RORg inh – qHTS for inhibitors of ROR gamma transcriptional activity | Nuclear receptor ROR-gamma (Mus musculus), P51450 | Potency, µM (series often up to 53.6 µM), inactives show at the top dose activity change, negative = inhibition, most hits filed as inhibitors | hit rate 5.4% among 310,000 | Drosophila S2 Gal4-RORgamma UAS-luciferase reporter, 20 h; further: on the % scale 0 is the no-effect control and ±100 the full control effect; nearly all actives have a fitted effect of over 60% in size
Target sequence (P51450 whole entry, looked up, the tested form may be a part): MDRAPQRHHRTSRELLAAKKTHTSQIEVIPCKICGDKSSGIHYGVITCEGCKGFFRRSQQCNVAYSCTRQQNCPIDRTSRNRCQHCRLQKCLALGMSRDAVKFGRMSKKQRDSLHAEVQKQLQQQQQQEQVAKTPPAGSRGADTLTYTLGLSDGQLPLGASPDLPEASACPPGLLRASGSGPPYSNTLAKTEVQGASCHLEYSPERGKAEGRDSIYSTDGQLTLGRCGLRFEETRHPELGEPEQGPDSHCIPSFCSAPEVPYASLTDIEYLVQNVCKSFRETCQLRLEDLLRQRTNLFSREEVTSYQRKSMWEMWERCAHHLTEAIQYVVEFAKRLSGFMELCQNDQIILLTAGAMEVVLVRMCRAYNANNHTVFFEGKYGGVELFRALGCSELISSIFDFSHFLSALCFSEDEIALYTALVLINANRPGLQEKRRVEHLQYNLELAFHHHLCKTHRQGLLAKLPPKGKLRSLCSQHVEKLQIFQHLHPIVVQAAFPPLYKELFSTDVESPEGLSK
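Compounds are pin-transferred onto Drosophila Schneider cells expressing a copper-inducible Gal4–ROR gamma transactivation domain fusion. After 1 hr, copper sulfate is added to 700 uM final; luciferase is read 20 hr later.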
CXXC DNA block – qHTS Fluorescence Polarization Assay for Inhibitors of MLL CXXC domain - DNA interaction | MLL-CXXC / FITC-HOXA9 DNA fluorescence polarization | Histone-lysine N-methyltransferase 2A (Homo sapiens), Q03164 | hit rate 0.037% among 290,000 | Potency, µM (top dose mostly 115 µM), for inactives: at the highest dose activity change, negative = inhibition, most hits filed as inhibitors; active means well fitted inhibition curve with a large enough effect in the polarisation, with a control signal flat, not every such curve was filed as active; inconclusive means small, poorly fitted or top-dose-only effect, or effect the other way, or a change in a side signal; inactive means no such curve, though single readings can be large or run the other way; the % refers to the polarisation
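Fluorescence polarization: 7 uM MLL-CXXC (stock) preincubated 5 min with compounds, then 50 nM fluorescein-HOX-A9 DNA (stock) added; 30 min ambient. Buffer 50 mM Tris-HCl pH 7.5, 50 mM NaCl, 1 mM DTT, 0.05% BSA.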
MBNL1-CUG inh – qHTS Assay for Inhibitors of MBNL1-poly(CUG) RNA binding. Muscleblind-like protein 1 (Homo sapiens), Q9NR56. TR-FRET MBNL1-His/biotin-(CUG)12 binding, 665/545 ratio. Potency, µM (highest dose often 57.5 µM), for inactives: top-dose activity change, negative = inhibition, hits mostly inhibitors. hit rate 0.036% among 280,000. AID 2675, 2010; active means well fitted inhibition curve with a large enough effect in the signal ratio, with a control signal flat, not every such curve was filed as active; inconclusive means small, poorly fitted or top-dose-only effect, or effect the other way, or a change in a side signal; inactive means no such curve, though single readings can be large or run the other way; the % refers to the signal ratio; further: on the % scale 0 is the no-effect control and ±100 the full control effect
Target sequence (Q9NR56 whole entry, looked up): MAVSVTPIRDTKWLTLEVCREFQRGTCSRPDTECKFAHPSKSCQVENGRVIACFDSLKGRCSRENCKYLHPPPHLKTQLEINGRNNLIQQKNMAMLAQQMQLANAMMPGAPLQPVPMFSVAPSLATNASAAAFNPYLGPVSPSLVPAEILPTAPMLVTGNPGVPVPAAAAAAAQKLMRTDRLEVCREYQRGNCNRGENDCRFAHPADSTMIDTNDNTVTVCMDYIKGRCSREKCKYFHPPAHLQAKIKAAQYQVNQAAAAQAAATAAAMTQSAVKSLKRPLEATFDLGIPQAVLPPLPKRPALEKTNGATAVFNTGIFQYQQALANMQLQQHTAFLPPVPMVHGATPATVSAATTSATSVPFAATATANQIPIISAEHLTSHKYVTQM
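Compound titration spanned 92 nM–58 uM against the MBNL1-His/biotin-(CUG)12 complex. After 60 min at room temperature with 5 nM streptavidin-XL665 and 0.055 ng/ul terbium anti-His, ratiometric 665/545 nm emission (Ex 340 nm) normalized to controls.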
Rab9 promoter act – qHTS Assay for Rab9 Promoter Activators; Huh7 Rab9 promoter-luciferase reporter, luminescence, 24 h; Potency, µM (titrated, usually from 9.22 µM), without a hit: at the top dose activation, negative = inhibition, most hits filed as activators; hit rate 2.8% among 320,000; AID 485297, 2010; further: % of control where 0% means no effect; nearly all actives have a fitted effect of over 60% in size
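Stable Rab9-luc Huh7, 1500 cells/well, 2 h settle; cmpd in DMSO, 24 h, 37 °C/5% CO2; luciferase reagent 10 min RT; luminescence.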
uPA generation – qHTS for Inhibitors of Cell Surface uPA Generation; cell surface uPA generation assay, qHTS; Potency, µM (titrated, usually from 38.3 µM), for the others: top-dose activity change, negative = inhibition, actives largely listed as inhibitors; hit rate 0.31% among 330,000; AID 540303, 2011; active means well fitted inhibition curve with a large enough effect; inconclusive means small, poorly fitted or top-dose-only effect; inactive means no such curve, though single readings can be large or run the other way; tested in mouse RAW 264.7 cells; further: on the % scale 0 is the no-effect control and ±100 the full control effect; nearly all actives have a fitted effect of over 55% in size
p53 reactivation – qHTS assay for re-activators of p53 using a Luc reporter. hit rate 0.063% among 320,000. Potency, µM (highest dose often 92.2 µM), for the others: at the top dose activity change, positive = activation, actives largely listed as activators. AID 504706, 2011. H1299 p53-A138V BP100-luciferase reporter, luminescence, 24 h; further: % of control where 0% means no effect; nearly all actives have a fitted effect of over 45% in size
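H1299 (p53-null), stable ts p53-A138V + BP100-Luc; 1000 cells/well, Opti-MEM/10% FBS; cpd 4 pt, 1:5; 24 h, 37 deg C, 5% CO2; detection reagent 10 min RT; luminescence.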
FLuc modulator – qHTS profiling assay for firefly luciferase inhibitor/activator using purifed enzyme and Km concentrations of substrates (counterscreen for miR-21 project). Luciferin 4-monooxygenase (Photinus pyralis), P08659. purified FLuc, Km substrates, luminescence inhibition. Potency, µM (series often up to 57.5 µM), for the others: at the top dose activity change, negative = inhibition, usual class: inhibitors. hit rate 6.9% among 360,000. AID 588342, 2011;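 further: plate controls were vehicle for no effect and reference inhibitor for full effect; nearly all actives have a fitted effect of over 55% in size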
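Purified P. pyralis luciferase (10nM final) with 10uM D-luciferin and 10uM ATP (Km levels) in 50mM Tris acetate pH 7.5, 10mM Mg acetate, 0.01% Tween-20, 0.05% BSA; qHTS 6-point titration, ~60 µM downward; luminescence read.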
ELG1 genotox – qHTS screen for small molecules that induce genotoxicity in human embryonic kidney (HEK293T) cells expressing luciferase-tagged ELG1; hit rate 1.3% among 330,000; HEK293T ELG1-luciferase reporter, luminescence, 16 h; AID 504466, 2011; Potency, µM (doses to about 46 µM), for inactives: at the top dose activity change, positive = activation, hits mostly activators; further: % of control where 0% means no effect; nearly all actives have a fitted effect of over 60% in size
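Screening used a luciferase reporter fused to human ELG1 in HEK293T cells. Luminescence was read on a CCD plate imager after 16 hr exposure and 30 min ONE-Glo incubation.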
BRCA1 expr up – qHTS Assay to Identify Small Molecule Activators of BRCA1 Expression; MCF7-BRCA1-FFLuc reporter, luminescence, 48 h; response scale: scaled: vehicle 0%, 10 µM genistein 100%; Potency, µM (titrated, usually from 46.1 µM), without a hit: top-dose activation, actives largely listed as activators; hit rate 1.1% among 380,000; AID 624202, 2012; further: nearly all actives have a fitted effect of over 80% in size; some results filed as inactive show a strong effect at the top dose
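Reporter cells (MCF7, BRCA1 promoter-firefly luciferase) received library compounds across a concentration series for 48 h. End-point luminescence was measured and concentration-effect curves derived after normalization.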
Gal4-VP16 FLuc – VP16 counterscreen qHTS for inhibitors of ROR gamma transcriptional activity. Drosophila S2 Gal4-VP16 UAS-luciferase, luminescence, 20 h. Potency, µM (titrated, usually from 53.6 µM), for inactives: at the top dose activity, negative = inhibition, most hits filed as inhibitors. hit rate 3.5% among 310,000. AID 2546, 2010;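 further: Gal4-VP16 expression switched on by copper sulfate through the metallothionein promoter; on the % scale 0 is the no-effect control and ±100 the full control effect; nearly all actives have a fitted effect of over 50% in size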
NPC1 prom act – qHTS Assay for NPC1 Promoter Activators | Huh7 NPC1 promoter luciferase reporter, 24 h | Potency, µM (top dose mostly 9.22 µM), for inactives: top-dose activation, usual class: activators | hit rate 2.4% among 320,000 | AID 485313, 2010;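 further: % of control where 0% means no effect; nearly all actives have a fitted effect of over 60% in size; reporter is driven by a mutant NPC1 promoter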
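Luminescence read-out of NPC1 promoter-driven luciferase in stably transfected Huh7 cells; compounds delivered in DMSO and left 24 h at 37C, 5% CO2, qHTS titration format.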
* marks the source's active call; other numbers are inactive results; u = inconclusive; x = not tested or not shown; & = joins results of further samples; [ ] = remark or other dose. Unless noted, the call rests on the fitted dose curve; in most records, active means well fitted curve in the direction sought with a large enough effect; inconclusive means small, poorly fitted or top-dose-only effect, or another doubt; inactive means no such curve, though single readings can be large; an effect the other way counts as inactive or inconclusive. Potency means the concentration at half of the fitted maximal effect.

no.	SMILES	RORg inh	CXXC DNA block	MBNL1-CUG inh	Rab9 promoter act	uPA generation	p53 reactivation
1	O=C(COC(=O)c1cc(S(=O)(=O)N2CCCC2)ccc1O)Nc1ccc(S(=O)(=O)N2CCOCC2)cc1	14%	-3%	-11%	12%	7%	-18%
2	C/C(=N\NC(=O)c1ccco1)c1cc(Cl)sc1Cl	u	5%	4%	u	u	18%
3	Fc1cccc(Nc2cc(-n3cccn3)ncn2)c1	u	2%	-3%	15%	x	27%
4	CCOc1ccc(CN2C(=O)c3ccccc3C2C(=O)NCc2cccnc2)cc1 (configuration not stated)	0%	-7%	-10%	9%	x	x
5	COc1cccc(/C=C/C(=O)OCC(=O)Nc2cc(C(F)(F)F)ccc2Cl)c1	-4%	16%	u	-2%	1%	9%
6	C(#CCN1CCOCC1)COC(c1ccccc1)c1ccccc1	16%	11%	-7%	2%	2%	-2%
7	Cc1c(Cl)cccc1NC(=O)c1cccc(OC(F)F)c1	5%	13%	-5%	19%	x	13%
8	N=C1c2c(cc(=O)n3c2[nH]c2ccccc23)CN1CCN1CCOCC1	-6%	2%	27%	-6%	-2%	0%
9	O=C(O)c1cc(-c2ccc3c(c2)OCO3)nc2ccc(Cl)cc12	-33%	38%[activator]	12%	29%	-7%	u
10	COc1cc(C)nc(N(C)C(C)=O)n1	-4%	3%	-6%	-6%	6%	8%
11	N#Cc1ccc(Oc2ccc(S(=O)(=O)N3CCCC3)cn2)cc1	x	x	x	-9%	5%	-6%
12	Cn1nnnc1SCC(=O)Nc1ccccc1Br	-18%	u	1%	3%	-3%	12%
13	O=C(CSc1ncccn1)N1CCCC1	-30%	-3%	-10%	-3%	1%	-2%
14	N#CC12CCCCC1CC1CCCCC1(C#N)N2Cc1ccccn1 (configuration not stated)	-12%[10 µM]	4%	-19%	9%	3%	5%
15	CC(=O)c1cc2c(cc1NC(=O)CSc1nc3ccccc3[nH]1)OCO2	u	1%	u	-1%	x	-6%

no.	FLuc modulator	ELG1 genotox	BRCA1 expr up	Gal4-VP16 FLuc	NPC1 prom act
1	-6%	-1%	1%	4%	-4%
2	u	u	61%	22%	4%
3	u	6%	-12%	u	15%
4	1%	-1%	1%	11%	-2%
5	1%	8%	-4%	3%	-3%
6	2%	-6%	-8%	28%	-1%
7	u	5%	57%	22%	18%
8	-19%	-2%	-1%	1%	-2%
9	2.4µM*	29%	45%	u	0%
10	-1%	2%	-16%	7%	-3%
11	-1%	0%	-13%	x	-3%
12	5%	5%	12%	-14%	2%
13	-1%	3%	-12%	-7%	-1%
14	-6%	1%	-24%	u	23%
15	-1%	-7%	x	14%	0%

(list continues)
no.	SMILES	RORg inh	CXXC DNA block	MBNL1-CUG inh	Rab9 promoter act	uPA generation	p53 reactivation
16	CCCCC(=O)Nc1ccc(S(=O)(=O)Nc2nccc(C)n2)cc1	16%	2%	-3%	-2%	11%	13%
17	CCN(C(=O)c1c(C)noc1C)c1c(N)n(Cc2ccccc2)c(=O)[nH]c1=O	x	x	x	0%	39%[activator]	-9%
18	O=c1[nH]c2ccccc2c2nc(-c3cccc(S(=O)(=O)N4CCCC4)c3)nn12	32%	22%	-2%	2%	0%	-5%
19	O=C(COc1ccc(F)cc1Cl)Nc1cc(S(=O)(=O)N2CCOCC2)ccc1N1CCCCC1	u	u	2%	-2%	4%	5%
20	COc1ccccc1NS(=O)(=O)c1cc(-c2cnc(C3CC3)o2)ccc1C	-7%	12%	-9%	-13%	u	-5%
21	Cc1c(C(=O)N2CCCCC2)oc2ccc(Br)cc12	x	x	x	u	-2%	19%
22	O=C(Nc1cccc(C(=O)N2CCCCCC2)c1)c1ccco1	22%	6%	0%	12%	5%	25%
23	CN1CCN(c2nc3c(c(=O)n(C)c(=O)n3C)n2CC(N)=O)CC1	-4%	-3%	-5%	2%	-6%	-1%
24	CC(=O)N=c1scc(-c2ccccc2)n1-c1cccc(O)c1	u	1%	2%	-19%	-5%	2%
25	COc1ccc(CCNC(=O)CC2SC(=NCCc3ccccc3)NC2=O)cc1OC (configuration not stated)	31%	0%	8%	3%	-5%	-11%
26	O=C(O)C1Cc2ccccc2CN1C(=O)COc1ccc(Cl)cc1 (configuration not stated)	1%	10%	-1%	0%	2%	17%
27	O=C(CN1CCc2ccccc2C1)NCc1ccco1	-3%	22%	-8%	-3%	-1%	-3%
28	Cc1ccc(-n2c(-c3ccco3)nc3c(cnn3-c3ccc(C)cc3)c2=O)cc1	23%	11%	10%	0%	17%	-1%
29	CCN1CCN(C(=O)CN2C(=O)c3cccc4cccc2c34)CC1	-5%	-3%	u	1%	12%	12%
30	Cc1ccc(NC2=Nc3ccccc3CC2)cc1	11µM*	27%	-3%	0.4µM*	-8%	12%

no.	FLuc modulator	ELG1 genotox	BRCA1 expr up	Gal4-VP16 FLuc	NPC1 prom act
16	-2%	3%	-7%	4%	-1%
17	2%	-1%	3%	x	-1%
18	u	-5%	-20%	-7%	-4%
19	5%	-9%	-36%	0%	1%
20	2%	-11%	-37%	2%	-24%
21	21µM*	u	u	x	u
22	-17%	3%	18%	9%	11%
23	-5%	2%	22%	-5%	7%
24	0%	-17%	-36%	-17%	-7%
25	0%	0%	-20%	3%	1%
26	-13%	-1%	-8%	4%	-4%
27	1%	0%	-1%	-2%	6%
28	-6%&-2%	1%	18%&7%	1%	-3%
29	-1%	-1%	5%	7%	-3%
30	1.9µM*	0.73µM*	1%	u	0.4µM*

Continued:
no.	SMILES	RORg inh	CXXC DNA block	MBNL1-CUG inh	Rab9 promoter act	uPA generation	p53 reactivation
31	COc1ccccc1CC1CC(=O)N(c2cccc(Cl)c2C)C1=O (configuration not stated)	-11%	24%	-3%	-3%	1%	x
32	CC(OC(=O)CNS(=O)(=O)c1ccc(C#N)cc1)C(=O)Nc1ccc(Cl)cn1 (configuration not stated)	x	x	x	-1%	u	0%
33	CCOC(=O)c1ccc(NS(=O)(=O)c2ccc3oc(=O)[nH]c3c2)cc1	-2%	-7%	-1%	-1%	6%	-2%
34	O=c1nc(N2CCCC2)nc(Nc2ccccc2)[nH]1	-5%	10%	0%	-12%	1%	-2%
35	COCCNC(=O)C(=O)Nc1ccc(Cl)cc1C	13%	-2%	1%	16%	-5%	11%
36	C/C(=N\O)c1ncc(C(F)(F)F)cc1Cl	-6%	-13%	-1%	-1%	-10%	0%
37	CCc1ccc2oc(-c3ccc(N)cc3)nc2c1	u	-4%	7%	0.5µM*	x	5%
38	COc1ccc(NS(=O)(=O)c2ccc(O)c(NC(=O)c3ccc(S(=O)(=O)N4CCCCCC4)cc3)c2)cc1	5%	-6%	x	-4%	-1%	-2%

no.	FLuc modulator	ELG1 genotox	BRCA1 expr up	Gal4-VP16 FLuc	NPC1 prom act
31	-1%	0%	1%	-11%	-6%
32	0%	2%	-13%	x	-4%
33	0%	1%	-4%	10%	-1%
34	5%	4%	-12%	-5%	-3%
35	-2%	u	0%	2%	5%
36	-1%	3%	16%	-14%	-2%
37	0.19µM*	0.21µM*	-51%	u	0.71µM*
38	4%	-3%	-23%	-7%	0%

Copied from above, entries 37 to 38
no.	SMILES	RORg inh	CXXC DNA block	MBNL1-CUG inh	Rab9 promoter act	uPA generation	p53 reactivation
37	CCc1ccc2oc(-c3ccc(N)cc3)nc2c1	u	-4%	7%	0.5µM*	x	5%
38	COc1ccc(NS(=O)(=O)c2ccc(O)c(NC(=O)c3ccc(S(=O)(=O)N4CCCCCC4)cc3)c2)cc1	5%	-6%	x	-4%	-1%	-2%

no.	FLuc modulator	ELG1 genotox	BRCA1 expr up	Gal4-VP16 FLuc	NPC1 prom act
37	0.19µM*	0.21µM*	-51%	u	0.71µM*
38	4%	-3%	-23%	-7%	0%

Only part of the results is shown. The share of hits here may be higher or lower than overall.
